Screens as filed in PubChem.
TRPC4 potent = allosterically enhances the mouse TRPC4 cation channel; AID 2227; HEK293 TRPC4beta/mu-opioid, DAMGO EC20, Fluo-4 Ca2+ flux; hits give high values; 0.42% of 310,000 active; Q9QUQ5; B-score at 10 µM;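 active = B-score of calcium response area above 5 SD of library B-scores, with initial fluorescence ratio within 5 SD of library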;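 note: B-score of integrated fluorescence ratio over time as area under calcium response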
HIF activator = HIF pathway transcriptional activation; 0.32% of 300,000 active; U2OS HRE-luciferase reporter, luminescence; normalized: DMSO 0%, desferrioxamine 100%; activation, % at 7.5 µM (by protocol);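 active = mean activation of at least 10% of the iron chelator positive control signal, with at least half of replicates also reaching 10%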
SKKanGAS inh = SKKanGAS growth inhibition. inhibition, % at 7.5 µM. S. pyogenes SKKanGAS, kanamycin growth, BacTiter-Glo, 6 h. 1.3% of 300,000 active;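 active = mean replicate score, as percent of positive control median, at least 50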;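 note: strain carries kanamycin resistance gene driven by streptokinase promoter and grows in 40 µg/ml kanamycin; loss of luminescence reflects streptokinase promoter inhibition or plain growth inhibition; 0% = median of DMSO wells and 100% = positive control at its reference dose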
IEC-6 tox = IEC-6 cytotoxicity, counter-screen for KLF5 inhibitors. luminescence viability. inhibition, % at 5 µM. 0.78% of 290,000 active. AID 1825; in the data active = inhibition above about 22%;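 note: 0% = plate median of test compound wells and 100% = cytotoxic reference compound wells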
KLF5 inhibitor = inhibitors of KLF5 expression; DLD-1 KLF5 promoter-luciferase reporter, luminescence; inhibition, % at 5 µM; 0.23% of 290,000 active;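 active = inhibition above a per-plate limit of that plate's mean compound inhibition plus 3 SD, cut at about 60% in these data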;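 note: 0% = DMSO wells and 100% = LY294002 at 200 µM; higher means less KLF5 promoter-driven luciferase light; inactives centre near -14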
TRPC6 inh = mouse TRPC6 channel inhibition. HEK293-TRPC6, membrane potential dye, ACh-evoked depolarization; hits give low values. B-score at 10 µM. 1.1% of 310,000 active;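 active = B-score under library mean minus 3 SD, initial fluorescence not abnormally high, positive integrated signal ratio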;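 note: B-score derived from integrated fluorescence ratio over the kinetic read; more negative B-score means stronger inhibition of depolarization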
Target sequence (Q61143 whole entry, looked up): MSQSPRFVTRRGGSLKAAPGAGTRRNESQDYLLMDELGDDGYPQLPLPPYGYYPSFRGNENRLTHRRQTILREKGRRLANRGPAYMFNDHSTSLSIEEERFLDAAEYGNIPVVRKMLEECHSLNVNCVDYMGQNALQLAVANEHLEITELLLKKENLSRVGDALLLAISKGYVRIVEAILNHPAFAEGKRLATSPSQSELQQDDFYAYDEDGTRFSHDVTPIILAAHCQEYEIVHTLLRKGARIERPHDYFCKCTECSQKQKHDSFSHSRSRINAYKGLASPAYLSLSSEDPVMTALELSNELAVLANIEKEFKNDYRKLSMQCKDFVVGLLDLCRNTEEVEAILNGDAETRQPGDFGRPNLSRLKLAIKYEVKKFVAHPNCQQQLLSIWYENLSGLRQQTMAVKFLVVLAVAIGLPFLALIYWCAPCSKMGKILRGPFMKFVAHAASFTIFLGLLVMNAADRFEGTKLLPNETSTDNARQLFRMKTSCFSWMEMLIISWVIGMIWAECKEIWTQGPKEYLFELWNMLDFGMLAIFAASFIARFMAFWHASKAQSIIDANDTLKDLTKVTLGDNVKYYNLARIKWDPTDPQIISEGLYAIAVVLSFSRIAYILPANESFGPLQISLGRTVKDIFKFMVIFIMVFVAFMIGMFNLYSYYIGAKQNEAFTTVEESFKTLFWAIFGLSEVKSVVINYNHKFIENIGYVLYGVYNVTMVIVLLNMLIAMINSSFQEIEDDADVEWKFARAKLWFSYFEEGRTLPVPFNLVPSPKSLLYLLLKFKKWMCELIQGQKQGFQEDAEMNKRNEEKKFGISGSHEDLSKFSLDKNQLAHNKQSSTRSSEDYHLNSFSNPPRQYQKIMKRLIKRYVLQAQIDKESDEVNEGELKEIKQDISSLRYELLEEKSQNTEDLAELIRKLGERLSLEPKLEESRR
aSyn UTR inh = MLPCN primary screen, SNCA 5' untranslated region; inhibition, % (tested at 7.5 µM); alpha-synuclein 5'UTR reporter, inhibitor activity; AID 1813; 0.82% of 300,000 active; in the data active = inhibition above about 60%;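 note: H4 neuroglioblastoma cells stably carrying SNCA 5'UTR luciferase fusion; 0% = DMSO wells and 100% = positive control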
TRPC4 act = TRPC4 (mouse) channel activation; AID 2237; HEK293 TRPC4beta/mu-opioid, Fluo4 calcium fluorescence; hits give high values; Q9QUQ5; B-score at 10 µM; 0.49% of 310,000 active;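 active = B-score above 5 SD of library B-scores, and initial fluorescence ratio not above library mean plus 5 SD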;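 note: positive B-score marks a calcium rise read as TRPC4 activation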
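Test system: HEK293 cells stably co-expressing mouse TRPC4beta and mu-opioid receptor | Schedule: Fluo4 dye loading 45 min at room temperature, 110 s recording | Measured by: Kinetic Fluo4 calcium fluorescence, 5 s baseline at 1 Hz | Evaluation: B score of integrated ratio | Controls: Buffer (low) and maximal DAMGO (high)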
TRPC4 block = TRPC4 (mouse) channel inhibition | Q9QUQ5 | HEK293 TRPC4beta/mu-opioid, DAMGO-evoked Fluo4 calcium flux; hits give low values | B-score at 10 µM | 0.39% of 300,000 active;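 active = B-score over 3 SD under the library average, no early fluorescence shift, positive overall ratio signal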
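test system = HEK293 cells with stable TRPC4beta plus mu-opioid receptor expression | detection = Fluo4 Ca2+ flux fluorescence | read-out = integrated fluorescence ratio relative to baseline, converted to per-well B score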
TRPC6 activator = mouse TRPC6 channel activation; Q61143; HEK293-TRPC6 membrane potential dye fluorescence; hits give high values; B-score at 10 µM; 0.13% of 310,000 active;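 active = B-score of the integrated fluorescence ratio above library mean plus 3 SD, and starting fluorescence ratio within library mean plus 5 SD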;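 note: higher score means more depolarization so channel activation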
MrgX1 antagonist = antagonists of human MrgX1 receptor; 1.3% of 310,000 active; AID 588676; B-score at 10 µM; MRGX1-HEK293 calcium flux, Fluo-4, BAM8-22 antagonism; hits give low values;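 active = calcium-response B-score plate-corrected more than 3 library SD below zero, starting fluorescence within 5 deviations, no agonist response on first addition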;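 note: peak minus trough fluorescence over baseline after final BAM8-22 challenge near maximal dose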
* marks the source's active call; other numbers are inactive results; i = inactive; · = not tested or not shown.

SMILES	TRPC4 potent	HIF activator	SKKanGAS inh	IEC-6 tox	KLF5 inhibitor	TRPC6 inh	aSyn UTR inh	TRPC4 act	TRPC4 block	TRPC6 activator	MrgX1 antagonist
C/C(=N\NC(=O)c1ccc(=O)[nH]n1)c1cccnc1	i	-0.4	1	5	1	i	1	i	i	i	i
C/C(CC(=O)NCc1ccco1)=N\NC(=O)c1ccc(Cl)cc1Cl	i	0.6	0	3	-26	i	14	i	i	i	i
COc1ccc(C(=O)CCNc2ccc(F)cc2)cc1	i	14*	-9	1	-45	i	-114	i	i	i	i
COCCCNC(=O)c1ccc(Cn2c(=O)c3ccccc3n(CC(=O)NCCc3ccc(OC)c(OC)c3)c2=O)cc1	i	-0.1	-3	-6	-62	i	-7	i	i	i	i
C=CCN1C(=O)C2(OCCO2)c2cc(C)ccc21	i	0.7	2	3	5	i	5	i	i	i	i
Cc1ccc(NC(=O)c2cccc(S(C)(=O)=O)c2)cc1	i	1.9	-4	-3	-94	i	-83	i	i	i	i
CN(C)c1ccc(C2OC(=O)C3(CCCC3)C(=O)C2(C)C)cc1 (stereo not drawn)	i	0.1	-2	4	-29	i	0	i	i	i	i
CCN(CC)C(=O)CN(C#N)c1nc(OC)nc(N(C)C)n1	i	-0.2	-7	1	-38	i	-9	i	i	i	i
COc1cc2[nH]c(=O)n(CCC(=O)N3CCc4ccccc4C3)c(=O)c2cc1OC	i	0.0	-4	3	-16	i	23	i	i	i	i
CCN(CC)c1ccc(NC(=O)c2cccc(F)c2)c(C)c1	i	1.8	1	21	-9	i	-13	i	i	i	i
COC(=O)C1=C(C)N=C2SC(C#N)=C(N)N2C1c1ccc(OCc2ccccc2)cc1 (stereo not drawn)	i	-0.4	23	6	-20	i	-20	i	i	i	i
Cc1ccc(C)c(NC(=S)N2CCC(NC(=O)c3ccco3)CC2)c1	i	0.1	-11	3	7	i	-2	i	i	i	i
O=C(NCc1ccc2c(c1)OCO2)c1cccc(F)c1	i	-0.2	-10	6	-20	i	4	i	i	i	i
COc1cccc(NC(=O)CCC(=O)N2CC(C)Oc3ccc(C)cc32)c1 (stereo not drawn)	i	0.0	-3	20	12	i	3	i	-7*	i	i
O=C(OCn1nnc2ccccc2c1=O)c1ccc(S(=O)(=O)N2CCOCC2)cc1	i	-37	17	-12	-22	i	0	i	i	i	i
Cc1nn(-c2ccccc2)c(Cl)c1/C=N/NC(=O)c1[nH]ncc1Br	i	-0.5	-1	10	16	i	-67	i	i	i	i
Cc1cc(C=O)c(C)n1-c1cc(C(=O)O)cc(C(=O)O)c1	i	-0.6	3	-7	-13	i	25	i	i	i	i
COc1ccc(NC(=O)CCSc2cc(C)c3ccccc3n2)cc1	i	-0.4	-3	4	-14	i	7	i	i	i	i
OC1(c2ccc(OC(F)F)cc2)CSC(=Nc2cccnc2)N1Cc1ccco1 (stereo not drawn)	i	-0.4	-31	2	-133	i	28	i	i	i	·
COCCNC(=O)CN1C(=O)NC2(CCCCCC2)C1=O	i	-1.4	-7	-1	-24	i	-5	i	i	i	i
CCOc1cc2c(cc1C(C)(C)C)NC(=O)CS2	i	0.4	-2	2	-31	i	28	i	i	i	i
Cc1cccc(-n2ncc3c2CCCC3NC(=O)CN2CCOC2=O)c1C (stereo not drawn)	i	-0.6	7	4	-8	i	9	i	i	i	i
N#Cc1c(-c2ccc(Cl)cc2Cl)nc2n(c1=O)CCS2	i	0.0	15	2	-14	i	31	i	i	i	i
C=CCOc1c2ccc(C(=O)NCc3ccc(OC)cc3)cc2nn1C	i	-0.5	0	-3	20	i	1	i	i	i	i
COC(=O)CN1C(=O)[C@H]2[C@@H](c3ccc(C)o3)N3C(=O)CN(CC4CC4)C(=O)[C@@]3(Cc3ccccc3)[C@H]2C1=O	i	287*	8	0	-10	i	-6	i	i	i	i

Next entries follow:
SMILES	TRPC4 potent	HIF activator	SKKanGAS inh	IEC-6 tox	KLF5 inhibitor	TRPC6 inh	aSyn UTR inh	TRPC4 act	TRPC4 block	TRPC6 activator	MrgX1 antagonist
C/C(=N\NC(N)=S)c1cccnc1	i	0.0	-1	-4	-29	i	-4	i	i	i	i
COc1ccc(OC)c(C(=O)c2coc3ccc(O)c(CN4CCOCC4)c23)c1	i	-0.5	3	0	-12	i	-33	i	i	i	i
CCOC(=O)c1sc(N(C)C(C)=O)nc1C	i	-0.9	2	3	1	i	-4	i	i	i	i
Cc1c(NC(=O)C(C)OC(=O)COc2ccccc2)c(=O)n(-c2ccccc2)n1C (stereo not drawn)	i	-0.8	-15	-5	1	i	4	i	i	i	i
Cc1ccc2c(Cl)cc(Cl)c(OCC(=O)N(C(C)C)C(C)C)c2n1	i	-1.6	46	1	-23	i	10	i	i	i	i
O=C1c2ccccc2C(=O)N1n1c(=O)[nH]c2ccccc2c1=O	i	·	-5	-3	-17	i	·	i	i	i	i
N/C(=N\OC(=O)c1ccccc1Cl)c1cccnc1	i	1.9	-6	-2	-67	i	-168	i	i	i	i
COc1ccc(Nc2nc(N)nc(CSC(=S)N3CCN(c4ccccc4)CC3)n2)cc1	i	0.2	23	4	-18	i	11	i	i	i	i
CCCCC1S/C(=N/N=C/c2ccc(OC)cc2)N(Cc2ccc(OC)cc2)C1=O (stereo not drawn)	i	-0.1	2	-4	-7	i	19	i	i	i	-5.3*
O=C(C1CC2C=CC1C2)N1CCN(c2ccccc2)CC1 (stereo not drawn)	i	0.2	11	-1	-3	i	-3	i	i	i	i
O=C1CNC(=O)/C(=C/c2ccco2)N1	i	-0.1	-1	0	-8	i	-13	i	i	i	i
C=CCNC(=S)NNC(=O)CC12CC3CC(CC(C3)C1)C2	i	0.6	6	4	-25	i	7	i	i	i	i
COc1ccc(F)cc1C(=O)C1CCCN(C(=O)c2ccc(C(C)=O)s2)C1 (stereo not drawn)	i	-0.4	-6	7	-37	i	4	i	i	i	i
Cc1ccc(CNC(=O)C2CCCN(S(=O)(=O)c3cnc[nH]3)C2)cc1 (stereo not drawn)	i	·	3	1	-70	i	1	i	i	i	i
Cc1ccc2c(c1)NC(=O)C(CC(=O)NCCCN1CCN(c3cc(Cl)ccc3C)CC1)O2 (stereo not drawn)	i	-0.4	-7	-5	0	i	-12	i	i	i	i
COc1ccccc1NC(=S)NCC1CCCCC1	i	0.0	1	11	-5	i	-10	i	i	i	i
COC(=O)Cc1[nH]n(-c2nc3ccccc3s2)c(=O)c1C(C)=Nc1ccc(Cl)cc1	i	0.8	24	7	12	i	-29	i	i	i	i
O=C(Nc1ccc(S(=O)(=O)N2CCc3ccccc3C2)cc1)c1ccccc1	i	-0.4	4	-2	-50	i	4	i	i	i	i
Cc1ccc(CONC(=O)c2ccccc2)cc1	i	2.3	-11	-3	-29	i	-101	i	i	i	i
CCCC(=O)NC(Nc1ccc(S(=O)(=O)Nc2cc(C)on2)cc1)(C(=O)OCC)C(F)(F)F (stereo not drawn)	i	0.1	24	-2	-17	i	17	i	i	i	i
CCOC(=O)c1ccc(NC(=S)NCCCN2CCN(C3CCCCC3)CC2)cc1	i	-0.9	-3	8	-2	i	10	i	i	i	i
Cc1cc(C)nc(NC(=O)c2ccc(Br)s2)n1	i	-0.4	-2	3	-25	i	-6	i	i	i	i
CC(=O)Nc1nc(-c2ccc3c(c2)CCN3C(=O)C2CC2)c(C)s1	i	1.5	2	49*	-40	i	-255	i	i	i	i
C=CCn1c(SCC(=O)NCc2ccco2)nc2ccccc2c1=O	i	-0.1	-1	-4	-13	i	-2	i	i	i	i
Cn1ccc(=Nc2ccc(NC(=O)c3ccc(N=c4ccn(C)c5ccc([N+](=O)[O-])cc45)cc3)cc2)cc1	i	0.9	76*	-1	-14	i	20	i	i	i	i
CC(CN1CCOCC1)OC(=O)c1ccc(Cl)cc1Cl (stereo not drawn)	i	-1.2	-2	2	-5	i	12	i	i	i	i
CCCNC(=O)c1nc2ncc(Br)cn2n1	i	0.2	-22	2	0	i	-1	i	i	i	i
CCOC(=O)c1cccc(NC(=O)Cn2nc(C)n3cccc3c2=O)c1	i	-0.3	-14	-2	-26	i	-16	i	i	i	i

An excerpt from above in order of number of heavy atoms, falling:
SMILES	TRPC4 potent	HIF activator	SKKanGAS inh	IEC-6 tox	KLF5 inhibitor	TRPC6 inh	aSyn UTR inh	TRPC4 act	TRPC4 block	TRPC6 activator	MrgX1 antagonist
Cn1ccc(=Nc2ccc(NC(=O)c3ccc(N=c4ccn(C)c5ccc([N+](=O)[O-])cc45)cc3)cc2)cc1	i	0.9	76*	-1	-14	i	20	i	i	i	i
COC(=O)Cc1[nH]n(-c2nc3ccccc3s2)c(=O)c1C(C)=Nc1ccc(Cl)cc1	i	0.8	24	7	12	i	-29	i	i	i	i
COc1ccc(OC)c(C(=O)c2coc3ccc(O)c(CN4CCOCC4)c23)c1	i	-0.5	3	0	-12	i	-33	i	i	i	i
O=C(Nc1ccc(S(=O)(=O)N2CCc3ccccc3C2)cc1)c1ccccc1	i	-0.4	4	-2	-50	i	4	i	i	i	i
Cc1ccc(CNC(=O)C2CCCN(S(=O)(=O)c3cnc[nH]3)C2)cc1 (stereo not drawn)	i	·	3	1	-70	i	1	i	i	i	i
Cc1ccc2c(Cl)cc(Cl)c(OCC(=O)N(C(C)C)C(C)C)c2n1	i	-1.6	46	1	-23	i	10	i	i	i	i
O=C1c2ccccc2C(=O)N1n1c(=O)[nH]c2ccccc2c1=O	i	·	-5	-3	-17	i	·	i	i	i	i
C=CCNC(=S)NNC(=O)CC12CC3CC(CC(C3)C1)C2	i	0.6	6	4	-25	i	7	i	i	i	i
Cc1ccc(CONC(=O)c2ccccc2)cc1	i	2.3	-11	-3	-29	i	-101	i	i	i	i
CCCNC(=O)c1nc2ncc(Br)cn2n1	i	0.2	-22	2	0	i	-1	i	i	i	i
O=C1CNC(=O)/C(=C/c2ccco2)N1	i	-0.1	-1	0	-8	i	-13	i	i	i	i

Three entries already listed, arranged by molecular weight, falling:
SMILES	TRPC4 potent	HIF activator	SKKanGAS inh	IEC-6 tox	KLF5 inhibitor	TRPC6 inh	aSyn UTR inh	TRPC4 act	TRPC4 block	TRPC6 activator	MrgX1 antagonist
CCCCC1S/C(=N/N=C/c2ccc(OC)cc2)N(Cc2ccc(OC)cc2)C1=O (stereo not drawn)	i	-0.1	2	-4	-7	i	19	i	i	i	-5.3*
CCOC(=O)c1cccc(NC(=O)Cn2nc(C)n3cccc3c2=O)c1	i	-0.3	-14	-2	-26	i	-16	i	i	i	i
C=CCNC(=S)NNC(=O)CC12CC3CC(CC(C3)C1)C2	i	0.6	6	4	-25	i	7	i	i	i	i
